Mtb BioA inh: M. tuberculosis BioA enzyme inhibitors, primary screen, biochemical, plate reader, single point, HTS. hit rate 0.096% among 360,000. inhibition, % at 9.99 µM. purified M. tuberculosis BioA enzyme. 7,8-diaminopelargonic acid synthase BioA (Mycobacterium tuberculosis); in the data active = inhibition above about 40%
FBA Mtb inh: Mtb FBA enzyme inhibitors, primary screen, biochemical, fluorescence, strain H37Rv. hit rate 2.3% among 360,000. AID 588726, 2011. Fructose-bisphosphate aldolase (Mycobacterium tuberculosis (strain ATCC 25618 / H37Rv)), …. purified M. tuberculosis FBA, fluorescence read-out. inhibition, % at 1 µM; in the data active = inhibition above about 27%;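 note: 0% = vehicle and 100% = reference inhibitor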
Target sequence (P9WQA3 whole entry, looked up): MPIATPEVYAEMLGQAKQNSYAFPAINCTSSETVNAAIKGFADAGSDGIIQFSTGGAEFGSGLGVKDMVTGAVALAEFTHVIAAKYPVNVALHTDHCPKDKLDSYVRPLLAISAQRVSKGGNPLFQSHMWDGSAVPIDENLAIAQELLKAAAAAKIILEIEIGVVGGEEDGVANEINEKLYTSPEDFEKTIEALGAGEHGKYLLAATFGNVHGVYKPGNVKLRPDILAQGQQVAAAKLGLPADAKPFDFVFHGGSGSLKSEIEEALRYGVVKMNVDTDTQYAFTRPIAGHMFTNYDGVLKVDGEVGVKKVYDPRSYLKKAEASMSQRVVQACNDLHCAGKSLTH
Vc quorum ag: inducers of Vibrio cholerae quorum light production without autoinducers, primary screen, BH1578 luxS cqsA deficient, single point; V. cholerae BH1578 lux reporter, luminescence, 6 h; activation, % at 18.7 µM; hit rate 0.16% among 350,000; AID 588436, 2011; in the data active = activation mostly above about 9.7%, no sharp cut-off; note: not every result past the cut was called active; inactives centre near 0; reference of the scale not given here
TcdB GH inh: TcdB glycohydrolase inhibitors, primary screen, biochemical, single point, plate reader. TcdB glycohydrolase enzymatic assay. inhibition, % at 9.99 µM. hit rate 0.24% among 350,000. Toxin B (Clostridioides difficile), P18177; in the data active = inhibition above about 10%
UGM FP inh: M. tuberculosis UGM enzyme inhibitors, primary screen, biochemical, fluorescence polarization, single point; UDP-galactopyranose mutase (Mycobacterium tuberculosis (strain ATCC 25618 / H37Rv)), …; purified UGM, fluorescence polarization probe displacement; inhibition, % at 10 µM; hit rate 0.06% among 320,000; in the data active = inhibition above about 10%, passing the limit was not always enough
Target sequence (P9WIQ1 whole entry, looked up): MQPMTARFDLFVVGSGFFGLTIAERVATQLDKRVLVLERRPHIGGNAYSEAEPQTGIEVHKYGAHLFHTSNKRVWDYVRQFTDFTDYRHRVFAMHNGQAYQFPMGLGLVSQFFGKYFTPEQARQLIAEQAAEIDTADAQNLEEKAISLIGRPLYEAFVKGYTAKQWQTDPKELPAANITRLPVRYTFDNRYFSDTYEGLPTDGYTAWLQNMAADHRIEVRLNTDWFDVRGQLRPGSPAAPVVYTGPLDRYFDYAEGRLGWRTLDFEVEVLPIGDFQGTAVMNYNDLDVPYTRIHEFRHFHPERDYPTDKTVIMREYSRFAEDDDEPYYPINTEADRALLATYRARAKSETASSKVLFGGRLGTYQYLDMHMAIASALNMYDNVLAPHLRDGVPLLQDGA
Yp Topo-I inh: Yersinia pestis topoisomerase I inhibitors, primary screen, biochemical, cleavage product accumulation, plate reader, single point; activity, % at 10 µM; Y. pestis Topo-I cleavage product accumulation; hit rate 0.064% among 360,000; in the data active = activity above about 50%, passing the limit was not always enough; note: inactives centre near 2
FadD28 binding: inhibitors of FadD28 bisubstrate probe binding, primary screen, biochemical, fluorescence polarization, single point; Mycobacterium tuberculosis FadD28 fatty-acid-AMP ligase; inhibition, % at 12.5 µM; hit rate 0.22% among 360,000; AID 588549, 2011; in the data active = inhibition above about 8.5%, passing the limit was not always enough
PfHsp40 yeast: rescue of yeast from PfHsp40 toxicity, primary screen, S. cerevisiae, ATP luminescence. S. cerevisiae expressing PfHsp40, growth rescue. growth rescue, % at 12.5 µM. hit rate 0.68% among 340,000; in the data active = growth rescue above about 28%, passing the limit was not always enough;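 note: yeast W303a lacking pdr1 and pdr3 grown in galactose medium; growth measured after three days at 30 °C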
GDH-TPI inh: GDH-TPI coupling enzyme inhibitors, primary screen, artefact control for M. tuberculosis FBA inhibitor project, biochemical, absorbance, full deck; inhibition, % at 4.8 µM; AID 588335, 2011; hit rate 1.2% among 360,000; GDH-TPI coupled enzyme counterscreen, NADH absorbance; in the data active = inhibition above about 30%;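 note: 0% = DMSO wells and 100% = wells lacking the enzyme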
The depositor's hits bear a star; i = inactive; nt = not tested or not shown; & = joins results of further samples. An unsorted share of the library; 4.6% or so of the library scored in one or more.

cpd	structure	UGM FP inh	Vc quorum ag	Yp Topo-I inh	PfHsp40 yeast	GDH-TPI inh	FadD28 binding	FBA Mtb inh	Mtb BioA inh	TcdB GH inh
1	CCOC(=O)N1CCC(NC(=O)c2cc3c(=O)[nH]c4ccccc4c3n2C)CC1	-0.9	1.1	5	-0.3	-2	-1.8	12	nt	0.3
2	O=C(O)c1cccc(CN2C(=O)S/C(=C/c3ccccc3[N+](=O)[O-])C2=O)c1	1.1	-0.5	-4	0.5	17	-1.2	1	nt	-2.0
3	Cc1cccc(N(CC(=O)NCc2ccco2)C(=O)CCC(=O)Nc2ccccn2)c1	nt	i	5	0.0	4	-1.8	5	nt	nt
4	Cc1c(Br)c([N+](=O)[O-])nn1C(C)C(=O)NCC1CCCO1 (configuration not stated)	-0.8	i	1	0.0	-13	-4.0	7	nt	0.6
5	COc1ccccc1NC(=O)C(CC(C)C)NC(=O)C1CCCCC1 (configuration not stated)	0.1	-0.5	-2	-0.2	6	-1.9	0	-0.9	nt
6	O=C(NCC1CCCO1)c1ccc2c(=O)n(CC3CCCO3)c(=S)[nH]c2c1 (configuration not stated)	0.8	i	4	1.4	22	-1.9	-6	-0.5	nt
7	CCSc1nnc(-c2ccc(S(=O)(=O)N3CCCC3)cc2)n1C	-2.0	-1.9	2	-0.2	3	-0.8	33*	-0.1	nt
8	C[C@@H](N)Cc1cnc[nH]1	-1.3	-0.6	4	0.2	4	-3.0	-2	-1.3	1.6
9	COc1ccc(C(=O)NCCc2nnc3ccc(SCC(=O)Nc4cc(C)on4)nn23)cc1	2.5	i	-8	0.3	8	-0.8	3	nt	2.0
10	CC(C)CNC(=O)c1ccccc1NC(=O)c1ccc(CSc2ccccc2)cc1	-0.1	0.9	14	0.6	1	-3.7	-4	-0.8	0.5
11	Cc1cc(C)nc(/N=c2/ssnc2Cl)c1	1.8	i	-1	-1.5	3	-1.1	2	1.1	nt
12	COC(=O)c1cc(NC(=O)c2cccnc2)cc(C(=O)OC)c1	2.3	i	2	-0.6	6	0.3	2	-2.3	0.2
13	CCC(=O)c1ccc(OCC(=O)OCC(=O)Nc2sccc2C(N)=O)cc1	-2.5	i	11	0.7	1	-0.8	4	nt	3.1
14	Cc1cccc(C)c1OCCN1CCOCC1	-4.5	2.1	0	1.4	15	-0.7	3	-0.6	-0.1
15	O=C(CCNC(=O)c1ccc(Cl)cc1)Nc1ccccc1N1CCCC1	-1.1	-3.7	13	-0.7	-2	-0.1	-2	-0.3	-0.6
16	CC(C)c1nc(C#N)c(N2CCOCC2)o1	-1.4	-5.1	-3	-1.4	0	-3.9	-2	-0.9	-0.9
17	Cc1ccccc1OCCNc1cc(N2CC(C)NC(C)C2)ccc1[N+](=O)[O-] (configuration not stated)	-2.7	-1.5	-24	-0.6	8	-6.9	-5	-0.2	0.8
18	O=C(c1ccccc1Cl)N1CCn2c1nc1ccccc12	2.1	i	0	-2.4	-5	-0.9	1	-0.8	3.8
19	Cn1c(=O)[nH]c(=O)c2c1nc(NN)n2CCOc1ccccc1	1.7	i	1	-0.1	-4	-0.3	4	1.4	-2.6
20	CCSc1nnc(NC(=O)COc2ccccc2[N+](=O)[O-])s1	-3.9	-0.3	5	-2.2	9	-2.7	0	-0.3	0.4

Sorted by SMILES length (lowest first): some entries from above
cpd	structure	UGM FP inh	Vc quorum ag	Yp Topo-I inh	PfHsp40 yeast	GDH-TPI inh	FadD28 binding	FBA Mtb inh	Mtb BioA inh	TcdB GH inh
8	C[C@@H](N)Cc1cnc[nH]1	-1.3	-0.6	4	0.2	4	-3.0	-2	-1.3	1.6
18	O=C(c1ccccc1Cl)N1CCn2c1nc1ccccc12	2.1	i	0	-2.4	-5	-0.9	1	-0.8	3.8
4	Cc1c(Br)c([N+](=O)[O-])nn1C(C)C(=O)NCC1CCCO1 (configuration not stated)	-0.8	i	1	0.0	-13	-4.0	7	nt	0.6
10	CC(C)CNC(=O)c1ccccc1NC(=O)c1ccc(CSc2ccccc2)cc1	-0.1	0.9	14	0.6	1	-3.7	-4	-0.8	0.5
1	CCOC(=O)N1CCC(NC(=O)c2cc3c(=O)[nH]c4ccccc4c3n2C)CC1	-0.9	1.1	5	-0.3	-2	-1.8	12	nt	0.3

(further entries)
cpd	structure	UGM FP inh	Vc quorum ag	Yp Topo-I inh	PfHsp40 yeast	GDH-TPI inh	FadD28 binding	FBA Mtb inh	Mtb BioA inh	TcdB GH inh
21	Cc1c(NC(=O)C(C)Sc2n[nH]c(N)n2)c(=O)n(-c2ccccc2)n1C (configuration not stated)	-1.2	-0.4	-1	-0.7	-9	-2.8	-1	-1.1	nt
22	CC(C)(C)c1ccc(S(=O)(=O)N2CCN(c3ccccn3)CC2)cc1	-3.1	-0.3	0	-0.5	13	-1.0	0	-0.3	-1.3
23	Clc1cccc(CSc2ncn(-c3ccccc3)n2)c1	-0.8	1.3	3	31*	-9	1.6	0	-0.5	-0.3
24	O=C(COc1ccccc1)Nc1cccc(-c2nnc(-c3ccccc3)o2)c1	5.3	-0.6	38	2.8	4	0.6	1	-1.0	nt
25	CCNC(=O)C1(C)CCCN(C(=O)c2cc(C)n(C(C)(C)C)n2)C1 (configuration not stated)	nt	-5.0	4	nt	2	-2.4	-2	-1.2	-0.4
26	O=C(Nc1ccc(Cl)cc1F)C1CC1	-1.6	i	2	0.2	13	-2.1	-1	nt	nt
27	CCOC(=O)C(=O)Nc1sc(C(=O)N(CC)CC)c(C)c1C#N	1.5	i	0	-0.1	19	-5.7	5	nt	1.9
28	O=C1C=C(c2n[nH]nc2-c2ccccc2)C[C@@H](c2ccc(F)cc2)C1	nt	0.6	-3	nt	4	-0.7	3	2.3	0.4
29	CC(C)C(=O)Nc1ccc2oc(-c3cc(F)c(F)cc3Cl)nc2c1	2.4	i	-8	0.5	3	-4.0	7	-3.6	nt
30	COc1ccccc1-c1cc(C(=O)Nc2c(F)cc(F)cc2Br)no1	3.4	-0.9	-1	-2.2	12	-2.0	2	-0.6	nt
31	Cc1ccc(C)c(OCC(O)CN2CCN(CCN3C(=O)c4cccc5cccc(c45)C3=O)CC2)c1 (configuration not stated)	-0.9	-0.4	41	-1.1	19	-0.3	2	nt	1.3
32	O=C(CNC(=O)c1cccc(F)c1)N/N=C/C=C/c1ccccc1	-1.0	-0.3	-8	-0.6	19	0.2	0	nt	-0.4
33	CN(CC(=O)Nc1cccc(S(=O)(=O)N2CCOCC2)c1)CC(=O)Nc1ccc(Cl)c(C(F)(F)F)c1	2.7	i	3	0.1	3	-7.2	-2	-2.0	0.1
34	COc1ccccc1C(=O)NCCC(=O)Nc1ncccc1O	-3.3	i	-5	-0.9	4	0.7	1	-1.5	0.4
35	Nc1nc2c(c(=O)[nH]1)C(c1cccc3ccccc13)C1=C(N2)c2ccccc2C1=O (configuration not stated)	nt	-0.5	-6	0.0	6	-3.3	4	nt	0.9
36	CC(C)NC(=O)c1c(CSc2ccccc2)noc1C(=O)NCc1ccccc1	2.1	-0.8	26	2.5	1	-0.2	-1	0.8	-0.5
37	COc1nc(Nc2cccc(F)c2)nc(OC)n1	1.4	-0.3	0	1.9	8	-1.5	4	-1.9	0.6
38	Cc1cc(C(=O)N2CC(C)CC(C)C2)c(C)o1 (configuration not stated)	nt	-0.5	-1	1.0	8	-2.4	2	0.3	0.1
39	COc1cc2c(cc1N/C=C(\C#N)c1nc(-c3ccc(F)cc3)cs1)oc1ccccc12	0.5	i	10	0.8	2	2.1	1	nt	0.1
40	O=C(CCCC(=O)N(CC(=O)NC1CCCCC1)c1ccccc1F)Nc1ccccn1	-2.0	-3.1	1	-0.1	3	-3.8	-1	0.5	-0.3
41	FC(F)(F)c1ccccc1Cc1c(C2CCCCC2)nc2ccc(Cl)cn12	nt	nt	nt	nt	nt	-2.6	2	-0.5	0.7
42	CN(C)c1cc[n+](CC(=O)c2ccc(Br)cc2)cc1	-0.3	-0.4	3	0.8	-4	-1.7	-3	nt	-0.3
43	CC(=O)c1sc(NC(=O)COc2ccc(Br)cc2)nc1C	0.3	-0.3	-3	-0.2	10	-2.2	-4	nt	3.0
44	COc1ccc(C)cc1S(=O)(=O)N1CCN(c2ccccc2)CC1	0.2	-0.7	8	-0.5	3	0.0	1	-1.1	0.7
45	Cc1ccccc1-n1nc(C)c2c1N=C1C(Cl)=CC(Cl)=CN1C2c1ccc(C(=O)O)cc1 (configuration not stated)	nt	-0.7	2	2.2	12	-0.9	-3	nt	nt
46	Nc1ccc(Sc2nnnn2-c2ccccc2)c(Cl)c1	0.4	i	8	2.1	-2	-5.4	0	-1.8	nt
47	COC(=O)[C@H]1C[C@@H]1[C@H](NC(=O)OCc1ccccc1)c1ccccc1	1.9	-0.6	16	0.9	-4	-4.4	2	5.2	0.5
48	CSc1nc(N)c(N=Nc2ccc([As](=O)(O)O)cc2)c(=O)[nH]1	-0.6	i	9	-0.3	15	-0.1	-9	0.4	-0.3
49	CC(C)(C)c1ccc(Cn2ccc(-c3ccc4c(c3)OCO4)n2)cc1	0.1	i	28	3.4	-2	-2.5	-1	-1.9	nt
50	COC(=O)c1ccc(-c2cc(CC3(C(=O)OC)CCN(C(=O)OC(C)(C)C)CC3)on2)cc1	1.6	i	15	6.3	-4	-4.2	-4	-3.1	1.0
51	Clc1ccccc1-c1nnc2sc(-c3ccc(Br)o3)nn12	1.7	0.3	20	-0.8	15	2.2	1	-1.3	nt
52	CCN(CC)c1nc(Nc2ccccc2)nc(Oc2ccc(=O)[nH]n2)n1	-0.1	-0.9	-4	0.7	13	-2.9	2	nt	nt
53	CCc1ccccc1NC(=O)Nc1cccc(F)c1	0.3	-0.1	-3	-1.2	-3	-2.6	5	nt	0.7
54	COc1ccccc1NS(=O)(=O)c1cc(NC(=O)c2cc(F)c(F)c(F)c2F)ccc1N1CCOCC1	4.8	i	13	1.6	2	-3.5	-3	nt	2.8
55	CC(=O)Nc1ccc(SCC(=O)NNC(=O)CN(C)S(=O)(=O)c2ccc(C)cc2)cc1	nt	-0.7	-9	0.6	4	-0.2	4	-1.1	0.3
56	CC(NC(=O)COC(=O)c1ccc(N(C)C)cc1)c1ccccc1 (configuration not stated)	2.5	-0.3	7	0.0	13	0.6	-1	-0.1	1.2
57	COc1ccc(NC(=S)N/N=C2\CC(C)(C)Oc3ccc(OC)cc32)cc1	-0.2	-0.6	-3	0.4	24	-2.1	-1	-0.2	0.5
58	COc1cc(C2SCC(=O)N2CCc2ccc(OC)c(OC)c2)ccc1O (configuration not stated)	-1.7	0.7	0	-0.6	8	-1.1	2	nt	1.9
59	C[C@H]1CN([C@@H](C)CO)C(=O)CCCn2cc(nn2)CO[C@@H]1CN(C)C(=O)Nc1cccc2ccccc12	nt	i	6	nt	18	-1.5	25	-0.1&0.4&-0.1	-0.3&1.0&0.7
60	CCC(C)Cn1cnc2c(SCc3ccccn3)nc(N)nc21 (configuration not stated)	nt	i	10	-0.8	-1	-5.6	-3	4.5	0.9
61	S=C1NCN(Cc2ccco2)CN1	-4.6	-0.6	6	-1.1	-9	-0.3	3	nt	1.0
62	CC(NC(=O)c1cccs1)C1CCCO1 (configuration not stated)	0.4	i	-18	-0.5	-5	-1.1	2	0.2	-0.2
63	CCOC(=O)c1cccc(C(=O)OCC)n1	0.6	i	3	-0.6	1	-0.6	-6	-2.1	nt
64	CN(CCN1CCOCC1)Cc1nc(-c2ccccc2)no1	-2.7	-4.8	3	-0.4	-4	-3.5	3	0.4	0.1
65	CCCCn1c(N)c(N(C(=O)CSc2nnnn2-c2ccccc2C)C2CCCC2)c(=O)[nH]c1=O	nt	i	-3	0.8	-1	-5.0	-1	-0.1	-2.7
